GRIN3A LBD mod: NR3A (human) ligand-binding domain modulation; AID 1259313; NR3A LBD differential scanning fluorimetry, Tm shift; 0% = protein alone, 100% = glycine-bound protein; Tm shift relative to glycine control, % at 25 µM; 340,000 compounds, 2.5% hits;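 active means melting temperature shift of at least 10% of the positive control shift, at one fixed dose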
hIAP activ: increases human intestinal alkaline phosphatase activity | P09923 | purified human IAP, CDP-Star luminescence, 30 min; stronger effect = higher value; 1 = vehicle-only enzyme, 0 = enzyme-free background | activation factor at 10 µM | 330,000 compounds, 0.16% hits | AID 2524;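 active means activation factor of the enzyme at least 2-fold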; further: the source names both 10 and 20 µM as test concentration; values of inactives mirror those of a sister screen read the other way
MPTP inh: inhibitors of mitochondrial permeability transition pore; isolated mouse mitochondria, Ca2+ swelling absorbance, 30 min; inhibition, % at 10 µM; 360,000 compounds, 1.4% hits;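 active means inhibition of 50% or more, scaled per plate between neutral and stimulator controls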;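 further: 0% = DMSO wells given calcium and 100% = 1 mM EGTA wells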
SENP1 FRET inh: inhibitors of human SENP1 SUMO protease catalytic domain; recombinant SENP1 catalytic domain, CyPet-SUMO1-YPet FRET cleavage; inhibition, % at 10 µM; 360,000 compounds, 0.21% hits; Q9P0U3; AID 624204;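 active means inhibition at least 30% at 10 µM, raw YFP signal under a set limit, fluorescence ratio 0.5 to 1.5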;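 further: 0% = enzyme with DMSO and 100% = no enzyme wells; some results filed as inactive read as strong as hits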
Target sequence (Q9P0U3 419-644 limits assumed): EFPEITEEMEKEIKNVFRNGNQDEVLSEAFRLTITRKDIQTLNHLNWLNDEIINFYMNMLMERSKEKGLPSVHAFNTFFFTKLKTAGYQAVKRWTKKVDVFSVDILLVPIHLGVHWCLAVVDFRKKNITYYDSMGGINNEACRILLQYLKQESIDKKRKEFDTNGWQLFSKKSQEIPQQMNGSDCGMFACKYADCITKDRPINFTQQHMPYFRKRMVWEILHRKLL
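Material – human SENP1 catalytic domain · Input – SENP1 enzyme, 20 pM final · Compound dosing – single concentration of 10 µM compound, 0.5% DMSO final · Timing – enzyme reaction for 50 min at room temperature, dark · Measured by – FRET fluorescence in CFP and YFP emission channels · Control set – no-enzyme wells low, DMSO-plus-enzyme wells high control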
SENP6 inh: SENP6 protease inhibition. Q9GZR1. Recombinant SENP6 catalytic domain, aminoluciferin luminescence. inhibition, % at 10 µM. 330,000 compounds, 1.8% hits. AID 2599;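 active means inhibition above about 50% at the single tested dose, limit read from the data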;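 further: plate controls were DMSO wells with enzyme for no effect and DMSO wells lacking enzyme for full effect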
Target sequence (Q9GZR1 628-1112 limits assumed): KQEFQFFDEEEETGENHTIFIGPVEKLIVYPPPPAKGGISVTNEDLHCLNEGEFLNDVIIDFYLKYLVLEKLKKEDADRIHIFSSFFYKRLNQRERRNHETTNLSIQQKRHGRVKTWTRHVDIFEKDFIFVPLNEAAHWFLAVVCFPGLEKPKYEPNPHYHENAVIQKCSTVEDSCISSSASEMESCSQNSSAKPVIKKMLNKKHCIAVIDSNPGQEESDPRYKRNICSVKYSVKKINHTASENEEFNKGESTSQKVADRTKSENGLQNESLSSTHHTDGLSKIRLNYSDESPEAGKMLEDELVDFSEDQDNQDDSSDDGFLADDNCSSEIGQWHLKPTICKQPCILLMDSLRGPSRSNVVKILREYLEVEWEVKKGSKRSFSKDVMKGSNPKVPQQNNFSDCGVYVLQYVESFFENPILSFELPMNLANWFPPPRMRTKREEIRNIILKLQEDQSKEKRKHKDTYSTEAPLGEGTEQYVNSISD
PfGluPho inh: PfG6PD (Plasmodium falciparum) enzyme inhibition; 350,000 compounds, 0.78% hits; AID 504690; PfGluPho enzyme, NADPH resazurin-diaphorase fluorescence; inhibition, % at 20 µM;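 active means inhibition reaching at least a set limit at 20 µM in the primary screen, cut at about 59% in these data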;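 further: 0% = DMSO wells with substrate and 100% = DMSO wells lacking glucose-6-phosphate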
SENP8 block: SENP8 (human) protease inhibition | inhibition, % at 20 µM | 360,000 compounds, 0.64% hits | Q96LD8 | recombinant SENP8, Nedd8 substrate fluorescence; in the data active means inhibition mostly above about 40%, no sharp cut-off; inactive means mostly below about 27%
Target sequence (Q96LD8 whole entry, looked up): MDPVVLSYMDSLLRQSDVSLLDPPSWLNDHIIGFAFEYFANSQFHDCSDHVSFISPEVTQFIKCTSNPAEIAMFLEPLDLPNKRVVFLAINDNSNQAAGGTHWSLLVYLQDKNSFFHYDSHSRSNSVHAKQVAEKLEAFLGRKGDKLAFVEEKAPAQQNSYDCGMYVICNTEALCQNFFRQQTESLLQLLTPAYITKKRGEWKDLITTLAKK
ATG4B inh: blocks human ATG4B protease cleavage of LC3 substrate; Q9Y4P1; ATG4B cleavage of LC3-PLA2, NBD-HPC fluorescence, 1 h; inhibition, % at 8.33 µM; 340,000 compounds, 0.51% hits; in the data active means inhibition above about 40%
Numbers without * were called inactive; x = not tested or not shown.

SMILES | GRIN3A LBD mod | hIAP activ | MPTP inh | SENP1 FRET inh | SENP6 inh | PfGluPho inh | SENP8 block | ATG4B inh
Cc1ccc2nc(NC(=O)C3CSC4(C)CCC(=O)N34)sc2c1 (stereo not given) | -2.5 | 1.2 | -1.6 | -2.8 | 3.9 | -0.6 | -7.2 | -9.4
CCCS(=O)(=O)N1CCC(C(=O)N2CCOCC2)CC1 | -0.9 | 0.94 | 2.9 | -0.5 | -14.1 | -7.4 | 16.4 | -17.1
COc1ccc(NC(=O)CN(C)C(=O)c2cc(-c3ccccc3)nc3ccccc23)cc1 | -10.0 | 1.08 | 1.1 | 0.5 | -5.6 | -9.4 | 2.9 | -4.9
CN(C)c1ccc(C(=O)/C=C/c2cccnc2)cc1 | -1.0 | 0.917 | 0.2 | -6.7 | -10.5 | 10.5 | -22.1 | -4.1
Cn1c(SCC(O)c2ccccc2)nnc1-c1ccc2ccccc2c1 (stereo not given) | -1.4 | 1.1 | 3.0 | 2.1 | -9.5 | -4.8 | 16.8 | 5.9
O=C(N=Nc1c(O)[nH]c2ccccc12)c1cc(-c2cccs2)[nH]n1 | 22.3* | 1.45 | 0.6 | 4.4 | 5.7 | 92.4* | 21.9 | 9.7
O=C(OCC1OC2OC3(CCCCC3)OC2C2OC3(CCCCC3)OC12)c1ccccc1 (stereo not given) | -0.4 | 0.934 | 0.3 | 1.8 | -28.3 | 12.6 | 8.4 | -7.4
CCC(=O)c1ccc(OC)c(OC)c1O | 9.2 | 1.06 | 1.0 | 1.7 | -17.1 | 6.3 | 5.9 | 5.9
Nc1cccc(CP(=O)(c2ccccc2)c2ccccc2)c1 | 2.4 | 0.978 | -1.8 | 1.2 | -11.0 | 6.3 | 17.0 | -5.9
O=C(O)c1ccccc1NS(=O)(=O)c1cccc(-n2sc3ccccc3c2=O)c1 | -35.5 | 1 | 12.7 | -2.6 | -0.1 | 109.5* | 5.1 | 12.3
CCOC(=O)c1[nH]cnc1C(=O)Nc1ccccc1C | 1.3 | 1.41 | -1.0 | 4.0 | -13.4 | -0.1 | 10.6 | -3.9
CCOc1ccc(CCNC(=O)C2CCN(S(=O)(=O)CC)CC2)cc1OCC | -0.4 | 1.13 | -1.2 | 2.9 | -0.2 | -8.4 | 14.8 | 3.1
Cc1cc(C)n2nnnc2c1C#N | -2.0 | 0.988 | -0.4 | 2.5 | -5.5 | -6.1 | 22.3 | 5.8
COc1ccccc1NC(=O)C1CCCN(S(=O)(=O)c2cnc[nH]2)C1 (stereo not given) | -2.5 | 0.801 | -3.2 | 1.2 | 7.9 | -0.2 | 3.5 | -1.6
Clc1ccc(Oc2nc(N3CCOCC3)nc(N3CCOCC3)n2)c(C2CCCCC2)c1 | 3.4 | 1.34 | 1.5 | 2.8 | 6.7 | 7.8 | 14.5 | 5.0
Cc1cc(NC(=O)CCC(=O)N(CC(=O)NC2CCCC2)c2ccccc2)no1 | -1.0 | 1.03 | 1.6 | 0.4 | -4.6 | -1.8 | 30.5 | -12.4
O=C(O)c1cccc(-n2c(/C=C/c3cccc([N+](=O)[O-])c3)nc3ccccc3c2=O)c1 | -1.0 | 1.12 | 0.8 | 1.1 | -8.6 | -10.9 | -5.3 | -0.4
COc1ccc([N+](=O)[O-])c(S(=O)(=O)c2ccc(Cl)cc2)n1 | -1.9 | 1.2 | 7.2 | 0.7 | -15.6 | 10.0 | 11.7 | 3.3
CCc1noc(C)c1C(=O)N1CCCSC1=Nc1ccccc1C(C)C | -0.4 | 1.16 | 0.1 | 0.4 | -8.4 | -16.9 | 13.8 | 0.1
COc1cccc(CNC(=O)CCNC(=O)N2CCn3c2nc2ccccc23)c1 | -2.2 | 1.07 | -1.8 | 1.4 | 11.3 | 1.3 | 3.8 | 8.6
O=C(Cc1ccc([N+](=O)[O-])cc1)NCCc1ccc2c(c1)OCO2 | 1.3 | x | -2.0 | 1.7 | x | 13.3 | 13.3 | -6.1
COc1ccccc1NC(=O)N(C)C[C@@H]1Oc2ncc(Br)cc2C(=O)N([C@H](C)CO)C[C@@H]1C | x | x | 0.9 | -1.3 | x | -7.7 | 10.2 | x
C=CCSc1nnc(NC(=O)CSc2nc3ccccc3[nH]2)s1 | -8.6 | 0.844 | 4.8 | -1.1 | -4.2 | -14.4 | 5.8 | 11.0
COc1ccc(Br)cc1CN1CCCC(C(=O)N2CCCCC2)C1 (stereo not given) | -1.1 | 1.02 | 7.2 | 3.7 | 6.1 | -9.1 | 13.4 | -0.2
CC(C)=CCC/C(C)=C/C=N/NC(=O)c1cccc([N+](=O)[O-])c1 | -1.1 | 1.11 | -0.5 | 1.0 | -13.3 | -3.9 | 9.3 | -5.2

Next part; the last 2 above are carried over.
SMILES | GRIN3A LBD mod | hIAP activ | MPTP inh | SENP1 FRET inh | SENP6 inh | PfGluPho inh | SENP8 block | ATG4B inh
COc1ccc(Br)cc1CN1CCCC(C(=O)N2CCCCC2)C1 (stereo not given) | -1.1 | 1.02 | 7.2 | 3.7 | 6.1 | -9.1 | 13.4 | -0.2
CC(C)=CCC/C(C)=C/C=N/NC(=O)c1cccc([N+](=O)[O-])c1 | -1.1 | 1.11 | -0.5 | 1.0 | -13.3 | -3.9 | 9.3 | -5.2
COc1ccccc1NC(=O)c1ccc(-c2ccccc2[N+](=O)[O-])o1 | -8.7 | 0.808 | -0.7 | -0.5 | -28.8 | 8.9 | 8.3 | -3.1
COc1cccc(CC2(CO)CCCN(Cc3ccc(C)s3)C2)c1 (stereo not given) | -1.0 | 1.05 | 2.2 | -2.7 | -3.5 | -8.2 | 13.6 | -2.1
O=C(Nc1cccc(NC(=O)c2ccco2)c1)c1ccc2c(c1)OCCO2 | -5.4 | 0.973 | 0.9 | 3.5 | -11.0 | -6.7 | 2.1 | 3.3
C#Cc1cccc(C(=O)N2CCCC(Nc3cccc(F)c3)C2)c1 (stereo not given) | -0.4 | 1.02 | 0.0 | 0.4 | -7.1 | 5.6 | 5.9 | 7.1
Cc1ccc(NC(=O)c2sc(C)nc2C)c(C)c1 | 2.1 | 0.964 | 1.3 | 2.5 | -7.6 | -20.9 | 7.2 | 3.7
Cc1cccc(N2CCN(C(=O)Cn3nc(Cc4ccncc4)c4ccccc4c3=O)CC2)c1C | 1.7 | 0.894 | 0.9 | 2.8 | -4.3 | -4.3 | -1.0 | -12.2
CCCCN(C(=O)CSc1nc2ccccc2n1CC)C1CCS(=O)(=O)C1 (stereo not given) | -0.8 | 1.04 | -1.0 | 0.4 | -12.0 | 0.1 | 8.4 | -6.1
Cc1ccc2c(c1)N(C(=O)CCC(=O)NCCCN1CCN(C)CC1)CCO2 | -0.8 | 0.962 | -1.9 | 0.9 | 3.7 | -11.1 | 10.7 | 5.1
CC1(C)CC(=O)C=C(NCCO)C1 | 2.7 | 0.992 | -0.8 | -2.4 | -11.4 | -0.4 | 9.4 | -7.5
CCCCNC(=S)Nc1ccc(-c2nc3ccc(C)cc3s2)cc1 | 31.2* | 0.87 | 88.1* | -33.8 | 38.0 | -3.4 | -392.9 | 1.6
O=C(CSc1nc2ccccc2s1)NNC(=S)Nc1ccc(Br)cc1 | 27.2* | 1.96 | 81.9* | 2.3 | -5.8 | -24.9 | 21.2 | 17.3
O=C(NCCCN1CCOCC1)c1cccc(S(=O)(=O)Nc2ccccc2Cl)c1 | 3.2 | 1.25 | -3.1 | 0.6 | -7.0 | -18.3 | -1.4 | -1.7
O=C(CNC(=O)c1cccs1)OCC(=O)c1ccc(Cl)cc1 | -0.3 | 1.01 | -1.0 | 1.3 | -3.4 | 7.4 | 0.2 | 4.7
Fc1ccc(-c2csc(-c3ccncc3)n2)cc1 | 25.7* | 0.958 | -1.0 | 0.9 | 3.3 | -6.0 | -128.8 | -3.7
CCCCNC(=O)Nc1cc(C(F)(F)F)c[nH]c1=O | 2.2 | 0.916 | 0.0 | 0.8 | -1.6 | 15.3 | 0.7 | -7.2
CC(C(=O)N1CCN(C2c3ccccc3-c3ccccc32)CC1)N1C(=O)c2ccccc2C1=O (stereo not given) | 0.5 | 1.08 | -0.4 | -1.8 | -7.5 | -24.9 | 20.4 | -7.5
COc1ccccc1NC(=S)Nc1ccccc1F | -0.7 | 0.886 | -1.2 | 0.5 | -4.8 | -1.8 | 22.7 | -7.8
Cc1ccccc1N=Cc1ccc[nH]1 | -1.6 | x | -0.4 | 1.1 | x | -6.4 | 12.1 | 2.0
O=C(CN(C(=O)c1csnn1)c1cccc(Cl)c1)NCCc1ccccc1 | -2.0 | 0.943 | 0.0 | 1.5 | -14.2 | -15.9 | -7.6 | 1.0
CC(C)NC(=O)NC(=O)COC(=O)/C=C/c1ccc2c(c1)OCO2 | 0.5 | 0.834 | 0.5 | 1.2 | -16.4 | 7.8 | -381.5 | 0.9
C/C(=N/NC(=O)CN1CCN(S(=O)(=O)c2ccc(Br)cc2)CC1)c1ccco1 | -3.7 | 1.11 | -0.5 | 2.8 | -11.8 | 2.4 | 29.0 | -21.4
O=C(NC1CCN(C(=S)Nc2ccc(Cl)cc2)CC1)c1ccco1 | -2.0 | 0.92 | -1.9 | 8.7 | 0.3 | -16.2 | 4.9 | -1.4
CC(C)NC(=S)Nc1ccc2[nH]c(=O)[nH]c2c1 | 1.9 | 0.776 | 0.4 | -42.0 | -9.3 | 17.3 | -7.5 | -0.9
COc1ccc(CN(C)C(=S)Nc2ccc(OC(F)F)cc2)cc1 | -3.6 | 0.948 | 0.8 | 3.4 | -5.1 | -9.1 | 8.1 | 4.8
COc1cccc(/C=C2/NC(=O)NC2=O)c1OCC(=O)Nc1ccccc1 | 1.4 | 1.03 | 0.2 | 1.9 | -7.9 | 11.9 | -375.1 | -9.5

One compound at a time, from the list above.
`CCCCNC(=S)Nc1ccc(-c2nc3ccc(C)cc3s2)cc1` as listed: GRIN3A LBD mod: 31.2*; hIAP activ: 0.87; MPTP inh: 88.1*; SENP1 FRET inh: -33.8; SENP6 inh: 38.0; PfGluPho inh: -3.4; SENP8 block: -392.9; ATG4B inh: 1.6
`Fc1ccc(-c2csc(-c3ccncc3)n2)cc1` as listed: GRIN3A LBD mod: 25.7*; hIAP activ: 0.958; MPTP inh: -1.0; SENP1 FRET inh: 0.9; SENP6 inh: 3.3; PfGluPho inh: -6.0; SENP8 block: -128.8; ATG4B inh: -3.7

(list continues)
SMILES | GRIN3A LBD mod | hIAP activ | MPTP inh | SENP1 FRET inh | SENP6 inh | PfGluPho inh | SENP8 block | ATG4B inh
COc1ccc([N+](=O)[O-])cc1N(CC(=O)N(C)C)S(C)(=O)=O | -0.7 | 0.996 | -1.2 | 2.9 | -10.1 | 14.4 | 23.5 | 6.4
Cc1ccc(-c2noc(-c3ccccc3C(=O)NCc3ccco3)n2)cc1 | -5.0 | 1.08 | 3.0 | 1.4 | -10.6 | -4.8 | 2.7 | 5.7
COc1ccc(-c2cc(C)no2)cc1S(=O)(=O)N(C)c1ccc(C)c(C)c1 | -9.6 | 1.32 | -3.4 | 1.4 | -17.6 | 2.2 | 5.9 | -9.4
O=C(COC(=O)C1CCCCC1)NCCc1ccccc1 | 0.4 | x | -0.4 | 2.7 | x | 10.9 | -0.6 | -7.9
CC(=O)c1ccc(OC(=O)N2CCOCC2)cc1 | 0.1 | 1.11 | 0.7 | 1.0 | 10.2 | -16.0 | 14.8 | 0.9
CCC(=O)N1N=C(c2ccc(C)cc2)CC1c1ccco1 (stereo not given) | -0.1 | 0.812 | 3.0 | 2.8 | -6.5 | 14.6 | 10.9 | 20.1
Cc1[nH]n(C(C)(C)C)c(=O)c1Sc1ccc(Cl)cc1 | -0.3 | 0.862 | 5.3 | 2.5 | -9.1 | -14.9 | 25.6 | -4.5
CCOC(=O)CSC1=C(C#N)C(c2sccc2C)CC(=O)N1 (stereo not given) | 2.7 | x | -2.6 | 1.3 | x | -18.1 | 8.1 | -3.9
Cn1nnnc1SCC(=O)NCc1ccccc1 | -3.9 | 1.06 | -0.1 | 1.2 | -0.6 | -5.6 | 0.4 | 0.8
O=C(NC(=S)Nc1ccccc1)C1CCCCC1 | 0.3 | 0.746 | -0.7 | 0.5 | -13.3 | 12.9 | 9.6 | 1.2
